Source: PubChem BioAssay
AP complement – alternative complement pathway inhibitors, primary screen, biochemical, ELISA, human serum, orthogonally pooled compounds. LPS-coated ELISA, C3 deposition; tested in compound mixtures. inhibition, % at 5 µM. AID 1235, 2008. 0.08% of 62,000 active;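 active = inhibition above 30% in each of the two pooled mixtures holding the compound, so the lower value exceeds 30%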;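 also: 0% = serum in Mg-EGTA without compound and 100% = EDTA serum blank; some compounds past the cut are filed as inactive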
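Test system: human serum alternative complement pathway, C3 deposition on LPS-coated wells; also added: Plate-bound LPS; doses: 5 µM per compound in ten-compound mixtures; schedule: 1 h at 37 °C; detection: Anti-C3 ELISA, OD 450 nm; evaluation: percent inhibition of C3 deposition onto LPS; repeats: two pool placements per compound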
RORA act – activators of orphan receptor RORA, primary screen, cell-based, luminescence | CHO-K1 Gal4-RORA LBD luciferase reporter; percent increase over mock-subtracted basal signal | activation, % at 10 µM | 1.5% of 65,000 active | AID 560, 2006;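 active = activation above the mean of all tested compounds plus 3 SD, cut at about 49% in these data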;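 also: 0% = DMSO-treated RORA cells and 100% = added signal equal to DMSO minus mock-transfected cells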
Target sequence (P35398 whole entry, looked up, the tested form may be a part): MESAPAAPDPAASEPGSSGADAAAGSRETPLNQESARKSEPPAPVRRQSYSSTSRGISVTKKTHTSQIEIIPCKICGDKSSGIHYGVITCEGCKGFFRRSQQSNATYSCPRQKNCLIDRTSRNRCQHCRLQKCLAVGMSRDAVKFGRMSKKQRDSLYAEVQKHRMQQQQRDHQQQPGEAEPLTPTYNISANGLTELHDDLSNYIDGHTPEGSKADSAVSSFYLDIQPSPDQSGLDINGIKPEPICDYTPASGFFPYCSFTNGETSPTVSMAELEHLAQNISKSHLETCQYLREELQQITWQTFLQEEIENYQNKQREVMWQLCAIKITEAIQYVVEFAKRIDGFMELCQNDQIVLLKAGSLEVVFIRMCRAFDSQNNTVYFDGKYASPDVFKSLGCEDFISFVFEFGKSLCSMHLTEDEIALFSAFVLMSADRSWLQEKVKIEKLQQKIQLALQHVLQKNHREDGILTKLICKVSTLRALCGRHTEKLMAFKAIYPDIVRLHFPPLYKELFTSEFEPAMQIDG
5HT1E antag – 5-HT1E receptor antagonists, primary screen, cell-based, HTS; 0.99% of 65,000 active; CHO 5-HT1E Ga15 NFAT-bla reporter, FRET, antagonist; inhibition, % at 6 µM;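 active = inhibition above a set limit, the mean inhibition across every tested compound plus 3 SD, cut at about 29% in these data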;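 also: signal is the 460 over 535 nm emission ratio of beta-lactamase substrate; 0% = agonist plus DMSO wells and 100% = wells without agonist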
HTR1E agonist – 5-HT1E receptor agonists, primary screen, cell-based, HTS; 5-hydroxytryptamine receptor 1E (Homo sapiens), P28566; CHO 5-HT1E Ga15 NFAT-bla reporter, FRET; 0% DMSO wells, 100% control agonist wells; activation, % at 6 µM; 0.69% of 65,000 active; AID 574, 2007;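 active = activation above a set limit, the screen-wide mean activation plus 3 SD, cut at about 8.5% in these data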;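 also: 100% = positive control agonist at 1 µM giving full maximal response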
SF1 activator – activators of human SF-1, primary screen, cell-based, CHO-K1, Gal4-SF-1 LBD, luciferase luminescence | activation, % at 10 µM | AID 522, 2006 | 1.9% of 65,000 active | CHO-K1 Gal4-SF-1 LBD luciferase reporter; % increase over DMSO SF-1-specific signal;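 active = activation above the mean activation of all tested compounds plus 3 SD, cut at about 50% in these data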
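Material: CHO-K1 cells with Gal4–hSF-1 LBD chimera plus Gal4-driven luciferase / Input: 4,000 CHO-K1 cells per well / Incubation: compound exposure 20 h at 37 °C / Signal: luminescence read 15 min after SteadyLite luciferase reagent, after room-temperature equilibration / Read-out: percent activation versus DMSO / Benchmarks: DMSO negative control and −SF1 background wells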
Ecoli tolC – growth inhibitors of E. coli tolC mutant, primary screen, strain BW25113 ΔtolC::kan, 384-well. OD615. growth inhibition, % at 10 µM (by protocol). 2.2% of 65,000 active. AID 573, 2007;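 active = growth inhibition at or above a cutoff equal to the mean over every tested compound plus 3 SD, cut at about 60% in these data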;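 also: growth measured after 20 h incubation at 37 °C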
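Assay system: tolC-deleted E. coli BW25113. Medium: kanamycin-containing LB broth (50 µg/mL). Dosing: 10 µM final, single dose. Timing: bacterial growth with compound for 20 h at 37 °C. Detection: A615 absorbance measurement. Read-out basis: growth inhibition in percent.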
5HT1a antag – human 5-HT1a receptor antagonists, primary screen, cell-based, CHO, Ga15 NFAT-bla reporter; 5-hydroxytryptamine receptor 1A (Homo sapiens), P08908; CHO 5-HT1a Ga15 NFAT-bla reporter, antagonist mode; inhibition, % at 10 µM; 0.68% of 62,000 active; AID 612, 2007;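 active = inhibition above the mean of all tested compounds plus 3 SD, cut at about 43% in these data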;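 also: receptor stimulated by 5-CT agonist at 100 nM near EC80; beta-lactamase reporter measured by ratiometric fluorescence of a cleavable substrate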
S1P1 ag pot – S1P1 agonists and agonism potentiators, primary screen, cell-based, primary and confirmation screens, CRE-bla reporter | S1P1 CRE-bla cells, forskolin, beta-lactamase FRET, potentiator mode; S1P1 agonist co-added at EC20, 2 nM; 100% = saturating reference agonist, 0% = basal | activation, % at 9.5 µM | 0.57% of 56,000 active | AID 449, 2006;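 active = activation above a cutoff set at the mean activation of all tested compounds plus 3 SD, cut at about 54% in these data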;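 also: forskolin at 4 µM as EC80 and the EC20 agonist is SEW2871; 100% = SEW2871 at its EC100 plus forskolin at EC80; some compounds past the cut are filed as inactive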
Target sequence (P21453 whole entry, looked up): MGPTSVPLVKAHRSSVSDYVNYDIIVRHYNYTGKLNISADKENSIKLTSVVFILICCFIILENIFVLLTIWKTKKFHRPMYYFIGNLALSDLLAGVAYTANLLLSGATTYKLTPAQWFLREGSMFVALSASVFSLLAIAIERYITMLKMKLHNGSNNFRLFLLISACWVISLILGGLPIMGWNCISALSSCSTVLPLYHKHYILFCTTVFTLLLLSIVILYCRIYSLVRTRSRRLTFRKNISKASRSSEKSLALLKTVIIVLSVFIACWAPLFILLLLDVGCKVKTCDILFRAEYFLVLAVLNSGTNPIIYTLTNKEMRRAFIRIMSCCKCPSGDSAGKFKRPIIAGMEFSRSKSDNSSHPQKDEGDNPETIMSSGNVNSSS
S1P3 ag – human S1P3 receptor agonists, primary screen, cell-based, primary and confirmation, NFAT-BLA reporter | Sphingosine 1-phosphate receptor 3 (Homo sapiens), Q99500 | S1P3 NFAT-BLA reporter cells, agonism, FRET ratio; relative to 1 µM S1P, basal subtracted | activation, % at 4.5 µM | 0.1% of 60,000 active | AID 373, 2006;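 active = activation above the screen-wide mean plus 3 SD, cut at about 4.5% in these data, passing the limit was not always enough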; also: some compounds called inactive have numbers as strong as hits
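Material: Human S1P3 NFAT-BLA reporter CHO cells | Incubation: Overnight plating, 4 h compound 37 °C, 2 h substrate RT | Signal: FRET β-lactamase substrate fluorescence, excitation 405 nm, 460/535 nm emission ratio, background-subtracted | Compound: 4.5 µM final, single dose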
Starred values were filed as active, the others as inactive; . = no result given.

Order of results – 5HT1E antag	HTR1E agonist	AP complement	S1P3 ag	S1P1 ag pot	Ecoli tolC	5HT1a antag	SF1 activator	RORA act
O=C(NCc1n[nH]c(=S)n1-c1cccc(Cl)c1)c1ccc(S(=O)(=O)N2CCCC2)cc1
    3	0.4	5	0.1	-3	-7	-2	2	3
CC1CCc2cc(F)cc3c(O)c(C(=O)NCc4ccco4)c(=O)n1c23 (centres undefined)
    7	-0.3	.	-3.0	16	9	.	-6	2
CCc1ccccc1N(CC)C(=O)c1cn(CC)c(=O)c2cc(OC)c(OC)cc12
    5	0.0	4	-1.1	-2	19	-1	15	4
CCCS(=O)(=O)N1CCCC(C(=O)NCc2ccc3c(c2)OCO3)C1 (centres undefined)
    -5	-0.9	10	0.2	-24	-31	-18	-12	-15
O=C(CN1CCN(C2CCCCC2)CC1)Nc1ccccc1-c1ccccc1
    0	2.6	-11	.	.	14	-4	-7	7
COC(=O)c1c[nH]n2c(=O)cc(C)nc12
    4	-0.9	-11	.	.	-3	7	2	13
CCn1c(N)c(C(=O)NC2CCCCC2)sc1=S
    0	-0.1	.	-0.4	-27	-11	1	-7	11
CCOc1ccc(NC(=O)CN2CCN(CC(=O)Nc3ccc(F)c(F)c3)CC2)cc1
    -13	0.1	19	0.4	-33	3	-22	5	5
CC(C)n1nnnc1SCC(=O)N1CCOCC1
    3	0.2	20	0.3	7	-1	10	-7	20
COc1cc(OC)cc(N(C(=O)c2ccco2)C(C(=O)NC2CCCC2)c2ccc(N(C)C)cc2)c1 (centres undefined)
    -3	0.0	16	-0.2	-20	20	-5	9	-13
CC(C)N(C(=O)CSc1nnnn1C1CCCC1)C(C)C
    7	-0.7	-4	-0.2	2	-2	11	7	-14
CCN1C(=O)c2ccccc2S(=O)c2ccc(C(=O)N3CCCC3)cc21 (centres undefined)
    12	-0.6	5	0.3	-19	-23	4	15	-1
CCCCNC(=O)Cn1c(=O)n(C)c2ccccc21
    0	1.1	11	-0.3	-4	-19	-5	4	11
Cc1ncc(CO)c2c1OC(C)(C)OC2
    4	-1.1	12	-0.8	-14	-9	2	0	14
CCc1ccc(NC(=O)CC2NCCNC2=O)cc1 (centres undefined)
    -11	-0.1	16	0.8	-14	-20	-5	4	15
CCCc1nnc(SCC(=O)N2CCOCC2)n1CCCOC
    1	-0.1	3	0.1	-2	-24	-11	-12	-2
COc1ccc2[nH]c(C)c(CCN3C(=O)C4C5C=CC(C5)C4C3=O)c2c1 (centres undefined)
    -2	0.5	24	0.3	-7	2	2	9	5
N#Cc1c(N)oc(-c2ccc3c(c2)OCO3)c1-c1ccc2c(c1)OCO2
    0	-0.6	8	.	.	72*	6	27	18
CCOc1cccc(C(=O)Nc2cccnc2)c1
    1	0.0	20	-1.3	-7	-7	0	7	15
COCc1nnc(NC(=O)c2cc(Cl)ccc2OC)s1
    3	-1.0	8	-0.6	-16	13	-6	20	0

Ordered by SMILES length (largest number first): part of the list above
Order of results – 5HT1E antag	HTR1E agonist	AP complement	S1P3 ag	S1P1 ag pot	Ecoli tolC	5HT1a antag	SF1 activator	RORA act
O=C(NCc1n[nH]c(=S)n1-c1cccc(Cl)c1)c1ccc(S(=O)(=O)N2CCCC2)cc1
    3	0.4	5	0.1	-3	-7	-2	2	3
COCc1nnc(NC(=O)c2cc(Cl)ccc2OC)s1
    3	-1.0	8	-0.6	-16	13	-6	20	0
CCc1ccc(NC(=O)CC2NCCNC2=O)cc1 (centres undefined)
    -11	-0.1	16	0.8	-14	-20	-5	4	15

(next part)
Order of results – 5HT1E antag	HTR1E agonist	AP complement	S1P3 ag	S1P1 ag pot	Ecoli tolC	5HT1a antag	SF1 activator	RORA act
CCn1c(=O)cc(SCC(=O)NCCCN2CCN(c3ccccc3F)CC2)c2ccccc21
    -11	1.2	23	-1.7	-11	12	69*	-9	4
COC(=O)COc1ccc(S(=O)(=O)NC2CCCCCC2)cc1
    4	0.0	8	-1.2	.	9	-8	7	-5
CCC(=O)Nc1ccccc1Oc1ccccc1
    -3	-0.6	4	-1.0	6	-8	5	2	-15
CC1(C)NC(=O)N(CCOCCOc2cccc(Oc3ccccc3)c2)C1=O
    5	0.3	20	-0.7	.	15	1	4	11
CCCCOC(=O)Cn1c(=N)n(CCC)c2ccccc21
    -12	0.7	11	1.2	-12	-2	8	3	-3
CCCOc1ccc(C(=O)Nc2ccc(N(C)C)cc2)cc1
    9	0.1	25	-2.1	26	-4	22	30	56*
Cc1cccc(N2CCN(S(=O)(=O)c3ccc4c(c3)c(=O)n(C)c(=O)n4C)CC2C)c1 (centres undefined)
    -7	-1.4	12	.	.	-8	5	4	-14
Cc1ccc(Cl)cc1N1CCN(C(=O)C2CCN(S(=O)(=O)c3cccnc3)CC2)CC1
    6	0.3	7	.	.	17	3	-30	-13
COCc1[nH]nc2c1C(c1ccsc1)C(C#N)=C(N)O2 (centres undefined)
    10	-1.1	5	0.0	1	-8	6	17	0
Cn1nnnc1SCC(=O)NC(C)(C)C
    1	0.3	22	.	.	-13	-1	-8	-4
O=C1c2oc3ccccc3c(=O)c2C(c2cccc(O)c2)N1CCCN1CCOCC1 (centres undefined)
    7	-0.8	20	-1.1	-5	-18	-1	-18	-11
Cc1c2cn[nH]c(=O)c2c(C)n1Cc1ccc(F)cc1
    -6	0.0	0	0.5	-6	10	6	12	15
COc1ccc(NCc2nnc(SCC(=O)N3CCCc4ccccc43)n2C)cc1
    2	-1.1	24	-0.8	4	2	-1	6	-6
CCOC(=O)C1CCN(C(=O)c2sc3nc(-c4ccccc4)cn3c2C)CC1
    20	0.3	11	-0.7	-17	13	8	-2	-5
O=C(CSc1nc2ccccc2o1)NC(=O)NCc1ccco1
    0	-0.2	0	-0.5	4	7	-1	-6	-24
Cn1c(SCc2nc3ccccc3c(=O)[nH]2)nnc1-c1ccco1
    -11	0.2	12	-0.2	-14	-2	-5	-3	-8
Nc1nnc(-c2ccco2)s1
    -1	-0.1	8	-0.1	-15	-14	2	-2	-10
O=C(Nc1ccc(Br)cc1F)C1CCN(c2nnc(-n3cccc3)s2)CC1
    -4	0.4	8	-1.4	-32	-8	-9	-1	-12
Cc1cc(NC(=O)C2CCCCC2)nc2c1c(=O)oc1ccccc12
    -1	0.3	23	.	.	76*	-28	-6	0
O=S(=O)(Nc1ccc(S(=O)(=O)N2CCCCC2)cc1)c1ccc(Br)s1
    12	-1.1	4	-0.6	21	84*	18	-8	-17
CC(C)(C)C(=O)[C@@H]1[C@@H]2C(=O)N(c3ccc4c(c3)OCCO4)C(=O)[C@@H]2C2c3ccccc3C=CN21 (some centres undefined)
    -7	1.8	-16	-0.3	-1	15	-18	-9	3
O=C(CSc1nc2c(sc3ccccc32)c(=O)n1CCO)NCC1CCCO1 (centres undefined)
    -3	0.0	14	-0.5	-20	0	-3	-1	3
O=C(NCc1cccnc1)C(C(=O)c1ccc(F)cc1)n1ccccc1=O (centres undefined)
    -3	-1.0	9	0.7	9	17	15	3	-18
CC1(C)NC(=O)N(CCCOc2ccc3c(c2)CCC3)C1=O
    -16	-1.0	5	-1.2	17	0	8	16	5
Cc1nc2ccccn2c1C(=O)NCc1ccc2c(c1)OCO2
    10	-1.6	16	0.0	9	-7	-3	15	-14
Cn1c(Cn2c(=O)sc3ccccc32)nnc1SCC(=O)NC1CCCCC1
    -12	0.1	12	0.2	2	-9	6	3	11
CN1C(=O)C(O)(CC(=O)c2ccccc2O)c2cc(Br)ccc21 (centres undefined)
    11	0.4	13	-2.1	-12	-8	4	5	13
Oc1c(CN2CCN(c3ccccn3)CC2)cc(Cl)c2cccnc12
    54*	1.6	4	-1.0	0	98*	54*	-67	-60
CC(C)(C)c1ccc(-c2cc(N)n[nH]2)cc1
    5	0.4	9	-0.7	0	18	9	-48	-52
Cc1cccc(OCC(=O)N(Cc2cccs2)C2CCS(=O)(=O)C2)c1 (centres undefined)
    1	-0.9	8	0.0	-14	-7	-3	-6	-21
CCCc1nnc(SCC(=O)N2CCOCC2)n1Cc1ccco1
    -5	0.7	2	0.3	6	-28	-7	-7	-15
c1cc(C2OCCN2CC2COC3(CCCC3)O2)ccn1 (centres undefined)
    -4	-0.5	18	-1.9	-1	-18	2	1	-17
COc1ccc(N2CCN(c3nc4c(c(=O)[nH]c(=O)n4C)n3Cc3ccccc3Cl)CC2)cc1
    -8	0.0	21	-0.5	-24	4	-3	-1	7
O=C(c1ccc(Cl)s1)N1CCc2ccccc21
    -5	0.2	16	-0.9	-8	2	16	62*	47
